Yeast superoxide: caloric restriction mimetics inhibiting age-related superoxide in yeast; S. cerevisiae aged cells, superoxide DHE fluorescence; active compounds read low; superoxide response (% of plate mean), % at 10 µM; 0.18% of 330,000 active;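 active = superoxide response under a set limit, about three screen SD below normal, cut at about 65% in these data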;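 note: yeast aged for seven days with compound at 30 °C before DHE staining; 100% = average MFI of all compound-treated wells on the plate with controls excluded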
EBNA-1 inh: blocks EBNA-1 binding to DNA. EBNA-1 DNA binding, fluorescence polarization. AID 1950. inhibition, % at 14.8 µM. 0.34% of 300,000 active; in the data active = inhibition above about 28%
PP5 inh: inhibitors of human protein phosphatase 5 (PP5) | inhibition, % at 6.7 µM | P53041 | purified PP5c, OMFP substrate fluorescence | 0.18% of 320,000 active;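 active = inhibition above the campaign's mean inhibition across all tested compounds plus 3 SD, cut at about 9.5% in these data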;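 note: 0% = DMSO only and 100% = 100 µM cantharidin control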
Target sequence (P53041 whole entry, looked up): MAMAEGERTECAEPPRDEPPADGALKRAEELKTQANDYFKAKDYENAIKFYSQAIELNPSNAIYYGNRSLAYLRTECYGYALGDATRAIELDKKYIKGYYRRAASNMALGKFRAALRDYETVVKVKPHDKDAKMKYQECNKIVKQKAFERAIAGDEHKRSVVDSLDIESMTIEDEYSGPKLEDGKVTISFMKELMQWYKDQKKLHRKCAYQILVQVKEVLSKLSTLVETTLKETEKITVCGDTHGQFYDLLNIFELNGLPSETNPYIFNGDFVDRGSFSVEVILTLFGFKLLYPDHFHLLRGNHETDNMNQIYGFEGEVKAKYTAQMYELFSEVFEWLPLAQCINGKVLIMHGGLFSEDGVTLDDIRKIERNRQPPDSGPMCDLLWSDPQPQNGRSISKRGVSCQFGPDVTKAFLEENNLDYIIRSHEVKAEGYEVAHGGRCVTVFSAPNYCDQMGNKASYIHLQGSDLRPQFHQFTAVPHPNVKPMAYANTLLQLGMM
core dimer inh: blocks dimerization of HCV core protein | TR-FRET GST/Flag-core106 dimerization, 1536-well | inhibition, % at 5 µM | 0.33% of 300,000 active;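 active = inhibition above the mean of all tested compounds plus 3 SD, set per screening campaign, cut at about 45% in these data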
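Assay system: GST-tagged and Flag-tagged HCV core protein residues 1-106 / Times: compound-protein-antibody incubation 4 h at 22.5 °C / Signal: time-resolved FRET, ex 340 nm, em 617 and 671 nm / Evaluation: % inhibition based on acceptor/donor emission ratio / Benchmarks: wells lacking GST-core106 and wells with excess unlabelled core106 / Repeats: singlicate, one well per compound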
PP1 inh: counter-screen for PP5 inhibitors: inhibitors of human PP1-alpha. AID 2235. P62136. purified PP1alpha, OMFP fluorescence. 0.9% of 320,000 active. inhibition, % at 6.7 µM;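 active = inhibition above the mean inhibition of all tested compounds plus 3 SD, computed separately for each screening campaign, cut at about 15% in these data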
JMJD2C inh: human JMJD2C demethylase inhibition; Q9H3R0; GST-JMJD2C(1-420) H3K9me3 demethylation, DELFIA europium; inhibition, % at 2.35 µM; 0.069% of 330,000 active; AID 2099;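 active = more than half of a compound's replicate wells show inhibition beyond 50%, single wells judged on their own value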;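 note: signal counts dimethyl H3K9 product captured on neutravidin plate; 0% = median of DMSO wells and 100% = 0.3 times that DMSO median; strong numbers were not always called active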
TPT1 inhibitor: C. albicans TPT1 enzyme inhibition. recombinant caTPT1, FP RNA substrate dephosphorylation. AID 1962. 0.81% of 300,000 active. inhibition, % at 5 µM;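 active = inhibition above the mean of all tested compounds plus 3 SD, set per screening campaign, cut at about 24% in these data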;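 note: plate controls were DMSO alone for no effect and ferristatin control at 100 nM for full effect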
Fh CTSL1 inh: blocks F. hepatica cathepsin L1 in PFM18AAP counter-screen. recombinant F. hepatica cathepsin L1, Z-Leu-Arg-MCA fluorescence. inhibition, % at 5.96 µM. 0.49% of 300,000 active;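 active = inhibition above the mean of all tested compounds plus 3 SD, set per screening campaign, cut at about 17% in these data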;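 note: 0% = plate median of test compound wells and 100% = 1 µM Z-Phe-Ala-diazomethylketone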
ZTA DNA inh: ZTA (EBV) inhibition in EBNA-1 counter-screen. 0.15% of 320,000 active. P03206. inhibition, % at 11 µM. ZTA-DNA binding, fluorescence polarization; in the data active = inhibition above about 33%
Target sequence (P03206 whole entry, looked up): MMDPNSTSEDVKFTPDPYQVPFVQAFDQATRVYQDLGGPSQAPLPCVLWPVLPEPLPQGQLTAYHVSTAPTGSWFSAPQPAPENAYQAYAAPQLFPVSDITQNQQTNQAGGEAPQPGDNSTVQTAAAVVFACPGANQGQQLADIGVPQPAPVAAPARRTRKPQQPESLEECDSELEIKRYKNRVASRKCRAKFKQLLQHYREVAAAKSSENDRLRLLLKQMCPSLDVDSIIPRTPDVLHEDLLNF
An asterisk follows results filed as active; x = no result given.

Values in the order – Yeast superoxide, EBNA-1 inh, PP5 inh, core dimer inh, PP1 inh, JMJD2C inh, TPT1 inhibitor, Fh CTSL1 inh, ZTA DNA inh
Cc1cc(C)n(-c2ccc(C(=O)OCC(=O)Nc3cc(Cl)ccc3[N+](=O)[O-])cc2)n1
 : 109, 6, -2.1, 14, -2, 1, 1, -2, 17
O=S(=O)(c1ccc(N2CCOCC2)c(Cl)c1)N1CCOCC1
 : 96, -7, 3.4, -14, 0, 4, -6, -2, -15
CCOc1ccc(OCCCCNC(C)(C)C)cc1
 : 96, -9, 0.8, -1, 0, 4, -4, 1, -9
CC(C(=O)NCc1ccccn1)c1ccc([N+](=O)[O-])cc1 (centres undefined)
 : 93, -4, 3.3, -8, 5, -11, -2, 2, -11
CCOc1ccc(C(C(=O)NC2CCCC2)N(C(=O)c2snc(C(N)=O)c2N)C2CCCC2)cc1 (centres undefined)
 : 91, 3, 3.3, 10, 0, 3, 0, 1, 4
CCOc1cc(C)c(S(=O)(=O)NC2CCCCC2)cc1C
 : 103, 9, 2.7, 7, 3, 8, -1, 3, -3
O=S(=O)(c1ccc(-c2cn3ccccc3n2)cc1)N1CCOCC1
 : 111, -3, -1.4, 10, -5, 26, 0, -1, -2
CCCCOc1cccc(C2(C(=O)O)CCCC2)c1
 : 94, 5, 0.8, -4, -2, x, -2, -2, -5
COC(=O)CC1SC(=O)NC1=Nc1ccc(OC)cc1 (centres undefined)
 : 99, 3, -1.2, 4, -3, 12, -2, 1, 19
Cc1ccc(S(=O)(=O)NCCC(=O)N2CCC(C(N)=O)CC2)cc1C
 : 107, -2, -0.5, -2, -4, 25, -3, 2, -20
COc1cc(/C=N/NC(=O)c2ccc(NC(=O)C3CC3)cc2)ccc1OC(C)=O
 : 110, -4, 0.7, 2, 0, 17, -2, 3, 4
CCOc1ccc(NC(=O)Nc2cccnc2)cc1
 : 101, 0, 3.9, 6, -2, -5, -5, -4, -18
CN(C)C(=O)CCC(=O)N(C)CC1CCCN(CCc2ccc(F)cc2)C1 (centres undefined)
 : 94, -7, 5.2, -19, -5, 38, 4, 0, -3
O=C(/C=C/c1ccc(Cl)cc1Cl)NCCN1CCOCC1
 : 90, 3, 1.0, -6, 2, -6, -4, -3, -13
CN1C(C(=O)NCc2ccco2)CC2Cn3c(nc4cc5ccccc5cc43)C21 (centres undefined)
 : 109, -9, 0.9, -18, 1, -5, -2, -4, 4
O=C(N/N=C/c1ccccc1OC(=O)N1CCOCC1)c1cccs1
 : 86, -9, 3.3, -2, -3, -7, -2, -2, 1
O=C(c1ccc(S(=O)(=O)N2CCCCCC2)cc1)N1CCC(CN2C(=O)c3cccc4cccc(c34)C2=O)CC1
 : 99, 30*, -2.4, 28, 0, -6, 3, 4, 4
CN(C)S(=O)(=O)N(CC(=O)N1CCN(c2ccccc2F)CC1)c1ccccc1
 : 95, -5, 1.6, 3, -5, 0, 12, -1, 5
COc1ccc(NC(=O)N2c3ccccc3CC2C)cc1OC (centres undefined)
 : 96, 2, 2.1, -5, 1, -18, 1, -2, 1
CCn1cc(C(=O)O)c(=O)c2cc(F)c(N3CCN(C(=S)Nc4ccc(OC)cc4)CC3)cc21
 : 88, -5, 1.3, 5, 6, 0, 1, 9, 6
CC(=O)c1ccc(N2CCN(C(=O)COc3ccccc3F)CC2)c(F)c1
 : 109, -10, 1.1, -2, -3, -1, -1, -2, -6
O=C(CC1S/C(=N/N=C2CCCCCC2)NC1=O)Nc1ccccc1C(F)(F)F (centres undefined)
 : 107, -3, -0.3, -13, 0, 14, -1, 3, -4
O=[N+]([O-])c1ccccc1Nc1nc(-c2cccnc2)cs1
 : 93, 10, 1.0, 6, 1, 1, -3, -6, -2
O=C(CN1C(=O)/C(=C/c2ccccc2F)Sc2ccccc21)NCc1cccnc1
 : 102, 1, 4.9, 5, 6, -1, 1, -1, -3
COc1ccc2c(c1OC)C(=O)OC2Nn1cncn1 (centres undefined)
 : 96, 7, -0.1, -8, -3, -3, 0, 0, -3
O=C(c1ccc(S(=O)(=O)NCc2ccco2)cc1)N1CCCC(C(F)(F)F)C1 (centres undefined)
 : 98, 0, 0.3, 0, -2, 0, 4, 2, 6
Cc1ccc(NC(=O)COC(=O)CCn2c(C)csc2=O)c([N+](=O)[O-])c1
 : 106, 0, 0.2, 2, -5, -6, 3, -8, 13
O=C(COC(=O)c1n[nH]c(=O)c2ccccc12)NC1CCCCC1
 : 95, x, -0.6, x, -5, -6, x, x, -5
CCOc1ccc(CNC(=O)c2ccc(Sc3ccc(C)cc3)c(NC(C)=O)c2)cc1
 : 94, 16, 1.3, 6, 0, -7, -2, 1, 0
c1ccc2sc(NC3=NCN(CCN4CCOCC4)CN3)nc2c1
 : 99, 3, 1.2, -5, -5, -7, 0, -1, 14
CCOc1ccccc1N(CC(=O)NCc1ccncc1)S(=O)(=O)c1ccccc1
 : 99, -13, 1.9, 1, 2, -4, -1, 2, -12
COc1ccc(C(C(=O)NC(C)(C)C)N(C(=O)Cn2nnc3ccccc32)c2ccc(C(C)=O)cc2)cc1O (centres undefined)
 : 103, 5, -0.8, -2, -7, 11, -1, -1, 7
COc1ccc(C(=O)N/C(=C\c2cn(C)c3ccccc23)C(=O)NCCCN2CCOCC2)cc1
 : 100, -5, 3.1, -6, -2, 2, 1, 3, -21
CCN1CCc2nc(NC(=O)c3ccc(S(=O)(=O)N(C)C)cc3)sc2C1
 : 106, 1, -1.8, 0, 2, 106, 9, -2, -11
OC(CN1CCN(c2ccc(C(F)(F)F)cn2)CC1)c1ccccc1 (centres undefined)
 : 107, -2, 2.0, -2, -3, -2, 1, -3, 3
O=C(COc1ccccc1)Nc1nnc(-c2ccco2)o1
 : 86, 8, -0.9, -2, -1, 5, -1, 6, -21
O=C(NCCCN1CCOCC1)c1ccc(N2CCOCC2)c([N+](=O)[O-])c1
 : 104, 2, 0.0, -6, -2, 2, -1, 1, 16
CCCCC1CCC(C(=O)Nc2ccccc2)CC1 (centres undefined)
 : 94, 5, 0.2, 2, -1, 2, -1, 4, 8
Cc1cccc2cc(C#N)c(SCC(=O)NNC(=O)Cc3ccccc3)nc12
 : 104, -1, 0.6, 28, -1, -9, -1, 2, -4
CSc1nsc(SC)c1C(=O)OCC(F)(F)F
 : 96, -2, 3.7, 3, -1, -6, 1, 1, 5

Results in TPT1 inhibitor, Yeast superoxide and EBNA-1 inh, for some of the entries so far:
Structure	TPT1 inhibitor	Yeast superoxide	EBNA-1 inh
COc1ccc(C(C(=O)NC(C)(C)C)N(C(=O)Cn2nnc3ccccc32)c2ccc(C(C)=O)cc2)cc1O (centres undefined)	-1	103	5
CCOc1ccccc1N(CC(=O)NCc1ccncc1)S(=O)(=O)c1ccccc1	-1	99	-13

Reformatted: results already given
compound | Yeast superoxide | EBNA-1 inh | PP5 inh | core dimer inh | PP1 inh | JMJD2C inh | TPT1 inhibitor | Fh CTSL1 inh | ZTA DNA inh
COc1ccc(NC(=O)N2c3ccccc3CC2C)cc1OC (centres undefined) | 96 | 2 | 2.1 | -5 | 1 | -18 | 1 | -2 | 1
CCn1cc(C(=O)O)c(=O)c2cc(F)c(N3CCN(C(=S)Nc4ccc(OC)cc4)CC3)cc21 | 88 | -5 | 1.3 | 5 | 6 | 0 | 1 | 9 | 6
CC(=O)c1ccc(N2CCN(C(=O)COc3ccccc3F)CC2)c(F)c1 | 109 | -10 | 1.1 | -2 | -3 | -1 | -1 | -2 | -6
O=C(CC1S/C(=N/N=C2CCCCCC2)NC1=O)Nc1ccccc1C(F)(F)F (centres undefined) | 107 | -3 | -0.3 | -13 | 0 | 14 | -1 | 3 | -4
O=[N+]([O-])c1ccccc1Nc1nc(-c2cccnc2)cs1 | 93 | 10 | 1.0 | 6 | 1 | 1 | -3 | -6 | -2
O=C(CN1C(=O)/C(=C/c2ccccc2F)Sc2ccccc21)NCc1cccnc1 | 102 | 1 | 4.9 | 5 | 6 | -1 | 1 | -1 | -3
COc1ccc2c(c1OC)C(=O)OC2Nn1cncn1 (centres undefined) | 96 | 7 | -0.1 | -8 | -3 | -3 | 0 | 0 | -3
O=C(c1ccc(S(=O)(=O)NCc2ccco2)cc1)N1CCCC(C(F)(F)F)C1 (centres undefined) | 98 | 0 | 0.3 | 0 | -2 | 0 | 4 | 2 | 6
Cc1ccc(NC(=O)COC(=O)CCn2c(C)csc2=O)c([N+](=O)[O-])c1 | 106 | 0 | 0.2 | 2 | -5 | -6 | 3 | -8 | 13
O=C(COC(=O)c1n[nH]c(=O)c2ccccc12)NC1CCCCC1 | 95 | x | -0.6 | x | -5 | -6 | x | x | -5

The results go on.
Values in the order – Yeast superoxide, EBNA-1 inh, PP5 inh, core dimer inh, PP1 inh, JMJD2C inh, TPT1 inhibitor, Fh CTSL1 inh, ZTA DNA inh
COC(=O)c1cccc(NC(=O)/C=C/c2cccc([N+](=O)[O-])c2)c1
 : 93, 3, 0.7, 1, -3, 1, 4, 3, 3
O=C(Nc1cc(N2CCOCC2)ncn1)Nc1cccc2ccccc12
 : 111, -8, 1.8, -6, 1, 3, 0, -4, -4
C/C(=N/NC(=O)C1CC1(c1ccccc1)c1ccccc1)c1cccs1 (centres undefined)
 : 124, 0, 2.9, 2, 1, 2, 5, 1, -4
COc1cc(/C=N/NC(N)=S)ccc1OCC(=O)N1CCOCC1
 : 95, 6, -1.0, -6, 0, 0, -1, 18*, -5
O=C(Nc1ccc2ccccc2n1)Nc1cccs1
 : 95, 9, -2.5, -1, -3, -1, 3, -4, 3
O=C(COC(=O)c1cnccn1)NCc1ccccc1
 : 93, 1, 1.3, 4, 2, 3, -1, -17, -19
CN(C)c1ccc(/C=N/n2c(C3CCCCC3)n[nH]c2=S)cc1
 : 102, 10, -0.3, 7, 2, 23, -1, 1, 0
Cc1ncoc1C(=O)Nc1ccccc1C(N)=O
 : 85, 13, 0.3, 7, 0, 6, -1, -3, 0

Screens as filed in PubChem BioAssay.
